Screening data: PubChem, several laboratories
NTR1 ag = agonists of NTR1, primary screen, imaging, U2OS cells, beta-arrestin-GFP, high content (AID 493036) | NTR1-U2OS beta-arrestin-GFP spot imaging, agonist mode | Neurotensin receptor type 1 (Homo sapiens), P30989 | activation, % at 20 µM | 330,000 tested, 0.17% active;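 active = activation at or above 40% of the spot to cytoplasm intensity ratio, with at least 20 cells analyzed; inconclusive = wells under 20 cells, flagged as cytotoxic or low count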;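 note: 0% = DMSO without peptide and 100% = 100 nM NTR1 peptide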
Target sequence (P30989 whole entry, looked up): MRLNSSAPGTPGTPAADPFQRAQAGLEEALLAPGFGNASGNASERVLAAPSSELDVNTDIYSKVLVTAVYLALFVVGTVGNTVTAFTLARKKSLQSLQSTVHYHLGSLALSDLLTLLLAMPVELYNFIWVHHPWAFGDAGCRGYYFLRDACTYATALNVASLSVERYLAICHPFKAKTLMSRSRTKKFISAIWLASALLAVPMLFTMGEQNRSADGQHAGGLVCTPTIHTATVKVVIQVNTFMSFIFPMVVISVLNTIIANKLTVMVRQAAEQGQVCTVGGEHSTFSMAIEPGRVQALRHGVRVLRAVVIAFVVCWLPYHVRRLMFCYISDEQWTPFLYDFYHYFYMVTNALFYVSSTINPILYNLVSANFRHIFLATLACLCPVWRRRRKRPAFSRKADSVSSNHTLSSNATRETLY
GPR35 antagonists = GPR35 antagonists blocking zaprinast-driven arrestin recruitment, primary screen, imaging, U2OS, beta-arrestin-GFP, zaprinast agonist (AID 2058); inhibition, % at 10 µM, or IC50 in µM where a hit was titrated; 290,000 tested, 0.052% active; U2OS GPR35 beta-arrestin-GFP translocation imaging, zaprinast antagonism; higher % means a stronger effect; G-protein coupled receptor 35 (Homo sapiens);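 active = inhibition of at least 50% with at least 30 cells and total cytoplasm GFP at most 10,000,000; inconclusive = under 30 cells or total GFP of 10,000,000 plus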
T cell HTS = modulators of CD8 T cell-vesicle binding, primary screen, mouse 2C CD8+ T cells, flow cytometry; 2C CD8+ T cell-vesicle binding; hits give low values; calls only at 7 µM; 330,000 tested, 0.068% active; AID 2052, 2009;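 active = response, share of CD8 T cells binding vesicles, and their 90th percentile fluorescence all below set limits, cut at about 80% in these data, passing the limit was not always enough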
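Test system: purified 2C TCR transgenic mouse naive CD8+ T cells. Probe or stimulus: QL9-peptide-loaded Drosophila micro-vesicles bearing Ld, ICAM-1 and B7-1. Incubation: binding step 1.5 h, 37 °C, antibody labelling 20 min, ice. Measured by: flow cytometry of vesicle-bound cells.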
GPR55 activation = GPR55 agonists via beta-arrestin recruitment, primary screen, imaging, U2OS cells, beta-arrestin-GFP redistribution (AID 1961); G-protein coupled receptor 55 (Homo sapiens); U2OS GPR55 beta-arrestin-GFP redistribution imaging; higher % means a stronger effect; activation, % at 10 µM, or EC50 in µM where a hit was titrated; 290,000 tested, 0.048% active;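 active = activation above 40% with more than 50 cells counted in the well; inconclusive = wells holding fewer than 50 cells, flagged as toxic or sparse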;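 note: U2OS osteosarcoma cells stably expressing GPR55 and beta-arrestin-GFP; plate controls were DMSO negative control for no effect and LPI positive control for full effect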
GPR55 antagonists = GPR55 antagonists blocking LPI-driven arrestin recruitment, primary screen, imaging, U2OS, beta-arrestin-GFP, LPI agonist (AID 2013). G-protein coupled receptor 55 (Homo sapiens). U2OS GPR55 beta-arrestin-GFP translocation imaging, LPI antagonism; higher % means a stronger effect. one-dose inhibition, % at 10 µM; IC50 in µM for titrated hits. 290,000 tested, 0.13% active;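 active = spots per cell inhibited over 60%, with over 100 cells counted and total cytoplasm intensity under 500,000; inconclusive = wells with under 100 cells, flagged as likely toxic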;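 note: U2OS cells stably carrying GPR55 and arrestin-GFP stimulated by 5 µM LPI near EC80; imaged beta-arrestin-GFP aggregate spots per cell after agonist stimulation; plate controls were LPI-stimulated DMSO wells for no effect and DMSO wells without LPI for full effect; some results filed as inactive read as strong as hits; confirmed hits need IC50 under 10 µM and bright autofluorescent wells are also inconclusive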
PhoP inhibition = inhibitors of PhoP regulon expression, primary screen, Salmonella Typhimurium, GFP reporter (AID 1863); S. Typhimurium PhoP-regulated promoter GFP reporter, 4 h; higher % means a stronger effect; inhibition, % at 50 µM, or IC50 in µM where a hit was titrated; 300,000 tested, 0.16% active;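 active = inhibition over 29.93%, a cutoff 3 SD above the screen mean, later confirmed by dose response; inconclusive = inhibition over 29.93% but no dose response follow-up; inactive = inhibition at most 29.93% or unconfirmed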;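 note: 0% = low Mg2+ inducing control and 100% = high Mg2+ repressing control; strong numbers were not always called active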
West Nile antiviral = West Nile virus antiviral activity, cell-based, CPE readout (AID 1621). one-dose CPE inhibition, % at 10 µM; IC50 in µM for titrated hits. 290,000 tested, 0.02% active. West Nile virus-infected cells, CPE inhibition; higher % means a stronger effect; in the data active = a potency from the dose series; inconclusive = CPE inhibition mostly from about 3.7% at the one dose, without a potency; inactive = the rest, 99 in 100 with CPE inhibition below about 2.2%; note: strong numbers were not always called active
KOR beta-arrestin-1 = KOR antagonists, beta-arrestin recruitment, cell-based, luminescence, uHTS (AID 1778); one-dose inhibition, % at 10 µM; IC50 in µM for titrated hits; Kappa-type opioid receptor (Homo sapiens); 290,000 tested, 0.091% active; KOR beta-arrestin recruitment, luminescence, antagonist mode; higher % means a stronger effect; in the data active = inhibition above about 50%; note: strong numbers were not always called active
KOR beta-arrestin-2 = KOR agonists, beta-arrestin recruitment, primary screen, cell-based, luminescence, uHTS (AID 1777); one-dose activation, % at 10 µM; EC50 in µM for titrated hits; KOR beta-arrestin recruitment, luminescence; higher % means a stronger effect; Kappa-type opioid receptor (Homo sapiens); 280,000 tested, 0.02% active; in the data active = activation above about 50%, passing the limit was not always enough; note: a part of the inactive calls stands beside numbers as strong as those of hits
T cell HTS vesicle-bound % = recorded beside T cell HTS, whose call it bears; double positive events, %; measured here: CD8+ vesicle-bound cell fraction;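 binding gate set so that unloaded-vesicle control wells show 10% double positive cells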
NTR1 ag cell count 20 µM = also measured in NTR1 ag; calls as there; cell count; measured here: cell count, cytotoxicity flag
Starred values were filed as active, the others as inactive; i = inactive; ? = inconclusive; nt = not tested or not shown; [ ] = remark or other dose.

SMILES	NTR1 ag	NTR1 ag cell count 20 µM	GPR35 antagonists	T cell HTS	T cell HTS vesicle-bound %	GPR55 activation	GPR55 antagonists	PhoP inhibition	West Nile antiviral	KOR beta-arrestin-1	KOR beta-arrestin-2
CC(C)C(=O)N=c1sc2cc(F)cc(F)c2n1C	1.5	88	-7%	i	34	0.3%	11%	1%	0.1%	-1%	-0.9%
Cc1cc2ncn(S(=O)(=O)N3CCOCC3)c2cc1C	0.7	46	-16%	i	21	-0.2%	-31%	5%	0.1%	-8%	-0.4%
O=C(NC1CCN(c2ncccn2)CC1)c1ccccc1Cl	-1.1	71	8%	i	9	0.0%	1%	1%	-0.2%	-5%	15%
COc1ccccc1N1CCN(C(=O)C2CCN(S(=O)(=O)c3ccc(F)cc3)CC2)CC1	-1.2	76	8%	i	38	-0.3%	4%	-1%	-0.1%	-17%	nt
COc1ccc(Nc2nc(N)nc(CSc3nnc(N)s3)n2)cc1	2.9	73	2%	i	39	-0.1%	18%	-1%	0.3%	-43%	3.5%
O=C(O)c1ccc(C(=O)O)c(C(=O)c2ccccc2)c1	-0.4	84	1%	i	41	0.3%	-9%	-14%	-0.7%	27%	19%
CCOc1ccc(NC(c2ccccc2)P(=O)(OC)OC)cc1 (stereo unspecified)	-1.9	57	-8%	i	13	-0.3%	-4%	9%	-1.0%	21%[20 µM]	-1.6%
C/C(=C\c1ccc(Br)cc1)C(=O)c1c(C)cc(C)[nH]c1=O	1.3	57	-1%	i	47	0.1%	4%	1%	-1.5%	-28%[20 µM]	-4.7%
CCCCN1C(=O)C2C(C(=O)Nc3cccc(OC)c3)C3C=CC2(O3)C1C(=O)NC1CCCCC1C (stereo unspecified)	3.9	57	-9%	i	20	-0.3%	-1%	-6%	-0.6%	12%	-0.9%
COC(=O)Cn1cnc2c(cnn2-c2ccc(C)cc2)c1=O	-0.9	92	-1%	i	22	-0.1%	-18%	-6%	-1.3%	-21%	1.5%
O=C(Nc1ccccc1F)C1CCN(S(=O)(=O)c2cccnc2)CC1	-0.7	61	8%	i	35	-0.1%	6%	-10%	-0.1%	-12%	3.0%
C/C(=N/NS(=O)(=O)c1ccc(C)cc1)c1ccc2c(c1)OCO2	0.8	67	-5%	i	58	0.6%	7%	1%	0.1%	-15%	0.1%
COc1ccc(OC)c(NC(=O)Nc2ccc(Cl)cc2)c1	5.3	29	6%	i	69	-0.1%	10%	3%	-1.0%	-10%	9.2%
Cc1ccc(/C=N/NC(=O)c2c(-c3ccccc3)noc2C)c(O)c1	0.7	55	14%	i	17	-0.1%	10%	5%	-0.3%	-2%	1.5%
O=C(CCc1ccccc1)N=C1SC2CS(=O)(=O)CC2N1c1ccccc1F (stereo unspecified)	1.2	60	-17%	i	8	0.2%	18%	4%	0.4%	-5%	5.5%
Cc1cccc(OCCC(=O)NCC(=O)Nc2c(C)cccc2C)c1	-0.9	32	1%	i	44	-0.1%	-4%	-3%	nt	7%	-1.2%
COc1ccc(CCC(C)NC2CCCCCCC2)cc1 (stereo unspecified)	1.3	39	-2%	i	60	-0.1%	12%	1%	-1.2%	-29%[20 µM]	1.3%
O=C(O)/C=C/c1cn(-c2ccccc2)nc1-c1cccc([N+](=O)[O-])c1	1.1	63	-7%	i	16	-0.1%	4%	-4%	-0.5%	20%	3.3%
O=C(O)CCc1nnc(SCC(=O)Nc2cccc(C(F)(F)F)c2)[nH]c1=O	-0.9	85	-7%	i	48	1.3%	4%	0%	nt	9%	-0.8%
O=C(COc1ccccc1)NC1CCSC1=O (stereo unspecified)	0.0	48	6%	i	36	-0.1%	12%	-13%	0.0%	14%	-3.1%
O=[N+]([O-])c1ccc(N2CCN(CCO)CC2)c2ncccc12	-1.6	63	1%	i	45	0.0%	4%	-2%	-0.3%	3%	9.9%
O=C(CCCn1c(=O)oc2ccccc21)N1CCN(c2ccc(F)cc2)CC1	1.6	51	-10%	i	35	0.0%	5%	-1%	-0.2%	33%	nt
CCc1ccc(C(CNc2nc(C(F)(F)F)nc3ccccc23)N(C)C)cc1 (stereo unspecified)	21	50	20%	i	34	-0.4%	3%	-2%	-1.0%	-33%	6.2%
CCOCCn1c(=NC(=O)/C=C/c2ccccc2Cl)sc2cc(NC(C)=O)ccc21	0.2	60	8%	i	25	-0.1%	0%	-8%	-0.3%	-15%	0.7%
CC(=O)Oc1ccc(-c2csc(Nc3ccc(S(N)(=O)=O)cc3)n2)cc1	2.8	49	3%	i	29	-0.1%	5%	6%	?	-31%[20 µM]	nt
CC(=O)N1CCC(N(CCCOC(C)C)S(=O)(=O)c2ccc([N+](=O)[O-])cc2)CC1	1.3	76	-1%	i	26	-0.3%	50%	0%	-1.0%	19%	-8.2%
COCCNS(=O)(=O)c1cc(OC)c(C)cc1C	0.6	35	-10%	i	6	-0.1%	6%	-8%	0.9%	-29%[20 µM]	nt
O=C(O)CN1C(=O)C2C3C=CC(C3)C2C1=O (stereo unspecified)	0.4	76	-1%	i	33	-0.1%	13%	-15%	-0.1%	-43%	-1.5%
CCOC(=O)C(OC(=O)c1sc(=S)n(C)c1C)C(C)=O (stereo unspecified)	-0.2	53	22%	i	27	0.1%	0%	0%	0.6%	-7%	-1.3%
Cc1ccc(/C(O)=C2/C(=O)C(=O)N(Cc3ccco3)C2c2cccs2)cc1 (stereo unspecified)	-0.4	70	6%	i	21	-0.1%	9%	-1%	0.7%	6%	0.3%
COc1ccc(CCN(C)C(=O)c2ccc(OCC(=O)N3CCOCC3)c(OC)c2)cc1OC	-1.0	70	10%	i	17	-0.1%	16%	-3%	0.7%	5%	-3.1%
COC(=O)Cc1cc(=O)n(-c2ccccc2)[nH]1	-0.8	53	0%	i	37	-0.1%	-1%	16%	0.9%	6%	1.2%
CC(C)(C)n1nc2c(c1NC(=O)c1cc3ccccc3o1)CS(=O)(=O)C2	0.3	64	18%	i	22	-0.4%	10%	-3%	0.5%	-2%	-4.2%
COc1cccc(-c2noc(C3CCCN(C(=O)CC(C)(C)C)C3)n2)c1 (stereo unspecified)	1.7	27	0%	i	1	0.0%	2%	7%	-1.8%	27%[20 µM]	nt
CC1CN(S(=O)(=O)c2ccc(F)cc2)CN1C(=O)N1CCOCC1 (stereo unspecified)	-0.7	44	-6%	i	27	0.3%	12%	2%	0.1%	33%	-1.8%
CC(C)CC(=O)Nc1ccc(Oc2ccc3c(c2)C(=O)NC3=O)cc1	0.9	63	2%	i	56	0.6%	6%	4%	-0.1%	-5%	-1.4%
CC(O)[C@H]1CNC(=O)C(=O)N1CCC12CC3CC(CC(C3)C1)C2 (stereo partly specified)	-2.4	89	-8%	i	24	0.6%	-2%	-2%	-0.1%	13%	1.5%
COc1cccc(/C=N/n2c(=S)n(C)c3ccccc32)c1OC	9.8	74	-3%	i	32	0.0%	2%	2%	0.6%	-32%	-3.0%
Cc1oc(-c2nc3ccccc3n2C)cc1C(=O)c1ccccc1	3.7	64	-11%	i	58	0.7%	0%	1%	-0.2%	35%	-1.9%
CC/C(=N\NC(=O)CSCc1ccccc1Cl)c1ccc2c(c1)OCCO2	-1.3	63	9%	i	54	0.3%	20%	17%	-0.5%	-10%	5.7%
O=C(O)C1CSC2(c3ccc(F)cc3)CCC(=O)N12 (stereo unspecified)	-1.3	67	24%	i	44	-0.5%	-10%	-11%	0.0%	7%	-7.3%
S=C(NCCc1ccccc1)N1CCN(C23CC4CC(CC(C4)C2)C3)CC1	-0.2	62	6%	i	56	0.7%	11%	-3%	-2.1%	-38%	6.1%
Nc1c(C(=O)O)cnc2c(-c3ccc(Cl)cc3)cnn12	2.2	44	1%	i	28	0.5%	0%	-17%	-0.5%	-44%	1.3%
Fc1ccc(-c2nnc(CN3CCC(c4nc5ccccc5s4)CC3)o2)cc1	nt	nt	-3%	nt	nt	0.3%	-4%	-3%	-0.4%	9%	4.4%
O=C(CNC(=O)C(c1ccccc1)c1ccccc1)N/N=C\c1cccc(O)c1	0.2	52	-6%	i	52	-0.1%	3%	-7%	-0.4%	-5%	-1.7%
Cc1cccc(N=c2c([N+](=O)[O-])nn(-c3ccc(Cl)cc3)n2O)c1	6.9	71	6%	i	26	-0.3%	1%	-5%	-0.5%	-8%	-3.7%
CC1CCCC(C)N1CC(O)COc1c(F)cc(Br)cc1F (stereo unspecified)	-1.1	47	8%	i	3	-0.7%	18%	3%	0.1%	21%	-6.0%
CC(C)C(=O)Nc1cccc(-c2csc(-c3ccccc3)n2)c1	2.2	36	-6%	i	43	-0.3%	-2%	8%	-0.4%	-8%	-6.6%
C=CCn1c(C)cc(C(=O)COc2ccc(C)nc2[N+](=O)[O-])c1C	4.3	36	8%	i	3	1.1%	-6%	9%	0.3%	-28%	0.9%
COc1ccc(CCNc2nc3ccccc3n3cnnc23)cc1OC	0.9	65	-13%	i	37	-0.1%	15%	-5%	1.4%	14%	-0.8%
CC(=O)Nc1ccc(S(=O)(=O)NCCc2ccccc2)cc1	1.7	54	-2%	i	11	0.3%	-2%	-12%	-0.1%	-22%	3.5%
CC(=C/C(=O)O)/C=C/c1ccco1	0.8	61	-15%	i	26	-0.1%	4%	-1%	-0.4%	-7%	-3.6%
COC(=O)CCC(=O)NNC(=O)Cc1ccccc1	-0.9	59	2%	i	27	-0.1%	10%	3%	0.9%	-45%[20 µM]	nt
